# From PubChem BioAssay
# NCOA2 inhibitor = human SRC2 (NCOA2) inhibition | HEK293 GAL4-SRC2 luciferase reporter, luminescence | AID 651957 | inhibition, % at 9 µM | hit rate 0.17% among 370,000 | Q15596;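 active = inhibition above the mean inhibition of all tested compounds plus 3 SD, set per campaign, cut at about 52% in these data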;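 note: 0% = DMSO treated cells and 100% = cells given Gossypol at 36 µM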
# ABHD5-PLIN5 inh = blocks binding of human ABHD5 to perilipin-5; Q00G26+Q8WTS1; hit rate 0.78% among 360,000; inhibition, % at 4 µM; Split G. princeps luciferase complementation, luminescence, 4 h;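 active = inhibition above the mean inhibition across every tested compound plus 3 SD, cut at about 22% in these data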;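 note: 0% = DMSO only wells and the 100% control is not disclosed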
# Granule exo inh = blocks lytic granule exocytosis; TALL-104 LAMP-1 surface exposure, flow cytometry; cells stimulated with thapsigargin and PMA; hit rate 0.66% among 360,000; inhibition, % at 10 µM;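 active = inhibition above about 55%, limit read from the data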
# TROY NFkB inh = blocks TROY-dependent signaling in reporter cells | Q293 LMP1-TROYcd NF-kB luciferase reporter, 4 h | inhibition, % at 10 µM | hit rate 0.98% among 360,000;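 active = compounds whose plate-normalised and pattern-corrected inhibition of the luciferase reporter signal at the single screening dose is 50% or more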
# NCOA1 inh = human NCOA1 inhibition. AID 588354. Q15788. hit rate 0.12% among 360,000. inhibition, % at 3.6 µM. HEK293 GAL4-SRC1 luciferase reporter, luminescence;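 active = inhibition above the campaign mean plus 3 SD, with each screening campaign given its own cutoff, cut at about 60% in these data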;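 note: 0% = DMSO treated cells and 100% = gossypol at 36 µM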
# SRC3 inh = inhibits human SRC3 coactivator | HEK293 GAL4-SRC3 luciferase reporter, luminescence | inhibition, % at 3.6 µM | hit rate 0.17% among 360,000 | AID 588352;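 active = inhibition above a per-campaign cutoff, the mean of all compounds plus 3 SD, cut at about 60% in these data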;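 note: 0% = DMSO-treated cells and 100% = gossypol-treated cells at 36 µM; higher means less SRC3-driven luciferase light from the GAL4 reporter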
# TWEAK Fn14 block = blocks TWEAK-Fn14 interaction in a reporter cell assay | hit rate 2% among 360,000 | TWEAK-stimulated Fn14 reporter cells, luciferase luminescence, 8 h | inhibition, % at 10 µM; in the data active = inhibition above about 50%
# LRH-1 inv ag = suppresses constitutive activity of human LRH-1 | HEK293T StAR-luciferase reporter, LRH-1 transfected, 24 h | inhibition, % at 3.6 µM | hit rate 0.13% among 360,000 | AID 602396;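 active = inhibition above the mean inhibition of all tested compounds plus 3 SD, cut at about 73% in these data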;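 note: 0% = DMSO wells and 100% = reporter-only cells lacking LRH-1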
# TLR9-MyD88 block = inhibitors of human TLR9-MyD88 binding; Q9NR96+Q99836; CHO BLA complementation TLR9-MyD88, CCF4 FRET ratio; inhibition, % at 4.98 µM; hit rate 0.21% among 340,000; AID 504734;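 active = inhibition above the mean over all tested compounds plus 3 SD, cut at about 21% in these data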;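 note: 0% = DMSO only wells and 100% = clavulanate BLA inhibitor control wells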
# NOD2-RIPK2 inh = inhibitors of human NOD2-RIPK2 interaction; CHO BLA complementation NOD2-RIPK2, CCF4 ratio; AID 624267; inhibition, % at 4.98 µM; O43353; hit rate 0.38% among 360,000; in the data active = inhibition above about 21%;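 note: 0% = vehicle only and 100% = reference blocker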
# Target sequence (O43353 whole entry, looked up): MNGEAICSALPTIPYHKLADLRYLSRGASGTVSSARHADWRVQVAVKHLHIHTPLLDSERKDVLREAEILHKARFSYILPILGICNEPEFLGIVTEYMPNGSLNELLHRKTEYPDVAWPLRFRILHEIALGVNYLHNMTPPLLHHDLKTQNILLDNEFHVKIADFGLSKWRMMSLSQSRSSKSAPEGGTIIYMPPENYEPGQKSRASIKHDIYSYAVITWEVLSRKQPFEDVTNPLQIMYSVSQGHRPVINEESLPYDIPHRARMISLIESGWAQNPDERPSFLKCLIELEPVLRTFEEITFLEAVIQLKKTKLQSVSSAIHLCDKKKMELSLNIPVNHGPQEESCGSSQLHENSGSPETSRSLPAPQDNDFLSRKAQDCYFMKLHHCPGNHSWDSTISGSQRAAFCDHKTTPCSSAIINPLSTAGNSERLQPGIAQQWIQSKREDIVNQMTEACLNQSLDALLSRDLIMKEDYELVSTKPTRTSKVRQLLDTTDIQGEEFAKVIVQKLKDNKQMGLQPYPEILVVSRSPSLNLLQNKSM
# COUP-TFII inh = blocks human COUP-TFII nuclear receptor; P24468; AID 686940; HEK293T NGFI-A luciferase reporter, luminescence; hit rate 0.7% among 370,000; inhibition, % at 8.6 µM;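 active = inhibition above a per-plate cutoff, mean inhibition of test wells between control levels plus 3 SD, cut at about 38% in these data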;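 note: cells cotransfected with COUP-TFII expression vector driving the NGFI-A reporter; 0% = median of COUP-TF2 test wells and 100% = reporter-only cells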
# Target sequence (P24468 whole entry, looked up): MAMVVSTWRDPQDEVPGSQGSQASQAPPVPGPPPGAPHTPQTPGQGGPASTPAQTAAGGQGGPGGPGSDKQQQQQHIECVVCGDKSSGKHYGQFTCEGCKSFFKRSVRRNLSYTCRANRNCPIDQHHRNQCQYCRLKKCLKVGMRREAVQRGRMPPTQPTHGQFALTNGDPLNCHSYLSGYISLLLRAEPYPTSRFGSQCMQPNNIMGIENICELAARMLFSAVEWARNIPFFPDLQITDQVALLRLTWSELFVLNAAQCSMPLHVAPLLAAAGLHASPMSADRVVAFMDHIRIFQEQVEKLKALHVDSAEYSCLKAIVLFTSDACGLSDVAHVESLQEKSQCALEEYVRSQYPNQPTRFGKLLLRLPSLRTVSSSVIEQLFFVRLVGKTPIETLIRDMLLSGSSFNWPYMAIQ
# * hit, by the source's call; / = not tested or not shown; & = joins results of further samples. A portion of the library; rates above refer to the full screens.
SMILES,NCOA2 inhibitor,ABHD5-PLIN5 inh,Granule exo inh,TROY NFkB inh,NCOA1 inh,SRC3 inh,TWEAK Fn14 block,LRH-1 inv ag,TLR9-MyD88 block,NOD2-RIPK2 inh,COUP-TFII inh
CCCCNC(=O)c1ccc2c(c1)S(=O)(=O)c1ccccc1C2=O,-30.9,4.0,0.3,-26.7,7.1,17.4,-60.6,3.7,1.7,-0.7,2.4
O=C(Nc1ccc(C(=O)N2CCOCC2)cc1)C1CC1,6.5,1.9,0.3,7.6,-11.3,12.8,3.9,13.2,-7.8,-10.7,-6.2
COc1ccc(S(=O)(=O)n2cccc2)c(OC)c1,-26.9,1.6,21.5,-14.4,0.1,-12.9,4.7,-8.1,6.3,-11.7,8.1
COc1cccc(CNC(=O)CCC2CCCN(C3CCOCC3)C2)c1 (stereo not given),/,6.5,-2.3,-2.0,-24.5,10.5,-7.4,10.8,0.2,8.9,/
COc1ccc(CCNC(=O)c2ccc(NC(=O)CC3SC(N4CCCCC4)=NC3=O)cc2)cc1OC (stereo not given),-26.0,5.5,3.3,1.0,-10.5,-7.6,-21.4,4.9,-0.7,-6.3,-25.0
COc1ccc(NC(=O)NCc2cccnc2)c(OC)c1,-14.5,1.2,-2.7,-10.0,-0.6,14.2,3.1,-1.9,3.5,-2.0,5.9
Cc1nnsc1Sc1ccccc1,-21.0,3.2,-1.0,2.1,1.4,6.3,0.6,2.3,6.5,-11.1,-1.9
CCOc1ccc(N2C(=O)/C(=C\c3ccc(O)c(OC)c3)S(=O)(=O)C2c2cccc([N+](=O)[O-])c2)cc1 (stereo not given),-4.8,5.9,4.9,11.5,-47.7,11.6,8.9,20.4,-3.9,-15.7,4.2
O=C(CN1C(=O)c2ccccc2C1=O)Nc1ccc(-c2nc3ccccc3o2)cc1,2.6,-3.9,1.4,/,-18.5,-18.8,72.1*,-32.9,-11.7,-1.6,-19.1
CCOc1ccc(N(C)S(=O)(=O)c2c[nH]c(C(=O)OC)c2)cc1,-14.0,4.9,0.1,-8.5,-4.6,17.4,3.5,-9.9,3.0,1.6,5.4
COc1ccc(/C=C/C(=O)Nc2ccccc2)cc1S(=O)(=O)N1CCOCC1,-1.1,-3.6,-1.4,-37.0,-4.0,3.7,17.2,-3.4,6.0,-13.3,1.5
CC(=O)N1c2ccc(S(=O)(=O)N3CCCC3C(=O)NCc3ccc(Cl)cc3)cc2CC1C (stereo not given),-25.9,-5.1,-4.4,-8.5,4.8,-25.2,-13.5,17.1,-2.2,8.6,13.6
CC(C)NC(=O)COc1ccc(Cl)cc1Cl,8.7,1.5,0.8,-23.3,-15.0,-9.7,4.3,12.9,1.0,-4.1,-0.1
CCN(Cc1ccncc1)C(=S)Nc1ccccc1,-28.6,4.2,3.9,-1.6,-2.5,-4.1,0.8,10.7,3.2,3.1,13.6
O=C(C1CCN(S(=O)(=O)c2ccc(Br)s2)CC1)N1CCN(c2ccccc2)CC1,-31.6,2.8,3.7,16.9,1.0,4.1,35.1,12.3,3.0,-8.8,1.1
COCCNc1oc(/C=C/c2cccc(OC)c2)nc1S(=O)(=O)c1ccccc1,1.1,3.1,-5.3,-4.1,4.3,-5.7,9.4,11.7,-3.8,-1.9,-14.9
O=C(Nc1ccc(N2C(=O)C3CCCCC3C2=O)cc1Cl)c1cccs1 (stereo not given),-12.8,-2.0,1.6,-55.3,-10.5,-6.5,-0.4,11.5,-0.1,-1.3,-11.8
O=c1oc(/C=C/c2ccccc2)nc2sc3c(c12)CCC3,-19.1,7.3,-0.4,-22.1,5.7,15.3,-25.4,3.8,0.4,5.2,0.0
COC(=O)c1ccc(NC(C)C(=O)OC)c([N+](=O)[O-])c1 (stereo not given),13.8,-0.7,-3.2,-10.9,-8.6,16.1,7.4,-2.4,-14.6,0.3,-1.8
Cc1cc(S(=O)(=O)N2CCCC2)ccc1OCC(=O)N1CCOCC1,-27.7,-0.3,-2.0,-1.0,-15.2,9.1,-4.8,9.3,-1.9,-9.1,-13.9
O=C(c1cc(-c2ccccc2)nc2ccccc12)N1CCN(c2ccccc2O)CC1,22.5,4.1,4.4,-17.9,-1.7,-2.3,10.6,-0.2,-6.8,-8.8,9.0
C=CCNC(=O)c1ccc(C)cc1Cl,0.0,-0.3,-3.4,22.6,14.8,15.0,38.4,-13.9,-2.1,2.9,3.2
CNC(=O)C1C(=S)NC(N)=C(C#N)C1c1ccccc1 (stereo not given),-0.7,-25.1,69.2*,3.1,-14.3,1.8,1.0,2.6,7.7,6.3,4.2
O=C(O)c1[nH]c2ccc(Br)cc2c1CCN1C(=O)c2cccc([N+](=O)[O-])c2C1=O,-1.4,-1.4,-0.8,-0.4,-15.5,2.7,-16.8,2.5,3.7,-3.8,-0.9
CC(C)(C)OC(=O)N(CCc1ccccc1)Cc1ccccc1OCc1cccc(NC(=O)C2CC2)c1,-4.9,-5.1,-5.4,-11.3,-4.4,-0.3,-35.7,0.9,-6.2,-7.2,-4.8

# As a short view, some entries already given:
SMILES,NCOA2 inhibitor,ABHD5-PLIN5 inh,Granule exo inh,TROY NFkB inh,NCOA1 inh,SRC3 inh,TWEAK Fn14 block,LRH-1 inv ag,TLR9-MyD88 block,NOD2-RIPK2 inh,COUP-TFII inh
CNC(=O)C1C(=S)NC(N)=C(C#N)C1c1ccccc1 (stereo not given),-0.7,-25.1,69.2*,3.1,-14.3,1.8,1.0,2.6,7.7,6.3,4.2
O=C(O)c1[nH]c2ccc(Br)cc2c1CCN1C(=O)c2cccc([N+](=O)[O-])c2C1=O,-1.4,-1.4,-0.8,-0.4,-15.5,2.7,-16.8,2.5,3.7,-3.8,-0.9

# Going on with the list.
SMILES,NCOA2 inhibitor,ABHD5-PLIN5 inh,Granule exo inh,TROY NFkB inh,NCOA1 inh,SRC3 inh,TWEAK Fn14 block,LRH-1 inv ag,TLR9-MyD88 block,NOD2-RIPK2 inh,COUP-TFII inh
CCN1CCN(C(=O)CNC(=O)c2nn(-c3ccc(OC)cc3)c(=O)c3ccccc23)CC1,-9.5,4.6,-16.7,-14.3,-15.8,-18.9,28.9,-14.5,-8.4,-5.8,-39.2
CCOC(=O)c1sc2nc(C)nc(NCc3ccc(Cl)cc3)c2c1C,-16.9,-4.1,9.7,29.6,-15.6,16.8,43.3,3.5,9.0,7.5,14.8
CCOC(=O)C1CCN(C(=O)c2cc(S(=O)(=O)N(C)C)ccc2N2CCCC2)CC1,-16.0,6.9,1.8,7.0,7.1,-10.4,-7.9,-8.3,1.4,-11.1,8.2
Cc1ccc(NC(=O)/C=C/c2ccc([N+](=O)[O-])s2)c(C)c1,-11.6,2.6,-3.2,4.0,-23.4,30.6,90.9*,13.3,0.9,17.6,-6.8
CCOc1ccc(CSC(=N)N)cc1Cl,-8.2,15.9,1.7,12.1,28.9,26.4,-6.8,15.2,5.7,-5.7,8.6
CC1CCN(S(=O)(=O)c2ccccc2)CC1,-1.3,2.4,-6.7,14.9,4.8,-7.9,-3.3,-6.2,-15.1,-4.5,1.1
CCOC(=O)c1nnn(-c2nonc2N)c1-c1ccc(C)cc1,-10.3,-2.2,-4.1,13.2,-14.6,6.4,-0.7,3.3,5.2,4.1,-4.8
O=C(CCCN=C1NS(=O)(=O)c2ccccc21)OCC(=O)c1ccc(F)c(F)c1,-0.4,-0.5,0.5,1.1,0.0,-12.1,7.4,7.8,-7.5,0.6,-8.0
O=C(COc1ccc(Cl)cc1)NCc1nnc(SCC(=O)NCc2ccc3c(c2)OCO3)o1,-13.3,0.4,-1.8,16.7,-13.7,14.7,-5.9,3.4,14.7,-0.3,12.6
CC(=O)Nc1ccc(S(=O)(=O)N[C@@H](C)C(=O)OCC(=O)c2ccc(Br)s2)cc1,5.7,-2.0,-4.7,-0.2,-18.6,-4.9,12.8,11.1,8.0,-9.6,9.7
N#Cc1cccc(C#N)c1Oc1ccc(N)cc1,-0.3,-0.3,-4.0,-22.4,1.1,20.4,-37.8,13.2,8.0,1.5,1.5
Cc1ccccc1SCC(=O)OCC(=O)N(C)c1c(N)n(Cc2ccccc2)c(=O)[nH]c1=O,-38.1,-20.6,4.7,-4.2,-15.9,2.4,-3.0,-1.7,8.1,-0.9,2.0
CCOc1ccc(S(=O)(=O)N2CCC(C(=O)NCCN3CCOCC3)CC2)cc1C,-10.1,-1.4,-2.1,-4.4,-6.1,3.1,16.3,8.4,-5.9,7.9,13.4
FC(F)(F)c1ccc(Oc2ccc3cc(Br)ccc3c2)nc1,3.0,3.3,1.0,-45.9,-1.4,17.6,-48.7,8.3,15.0,-7.8,2.3
CC(C)CNC(=O)CSc1ccc(Cl)cc1,-15.5,4.9,-0.7,-3.9,-7.9,-59.4,-13.2,-35.9,0.5,-12.1,18.6
O=C(O)CC(NC(=O)c1ccncc1)c1ccccc1 (stereo not given),-21.3,-4.6,0.5,4.3,1.9,-11.2,1.5,3.7,-7.6,-13.7,16.3
N#Cc1cc2ccccc2nc1N,-18.3,8.6,3.3,25.2,1.5,3.5,22.8,14.3,-1.4,2.6,-1.1
Cc1c(Cl)cccc1NC(=O)Cc1ccc([N+](=O)[O-])cc1,-15.9,-3.6,-3.9,-0.9,-8.5,7.4,-19.2,-9.8,-10.8,-5.0,1.0
Cc1ccc(S(=O)(=O)CCC(=O)Nc2cccc([N+](=O)[O-])c2)cc1,22.6,0.8,-7.5,0.0,-14.3,12.8,4.4,1.1,-1.5,-4.0,5.4
CSc1ncccc1C(=O)NCc1ccc(C)cc1,-17.4,-0.5,-1.9,-3.3,7.8,-8.7,3.3,4.1,2.3,-12.8,-5.4
N#Cc1cccc(OCCCN2CCC(C(O)(c3ccccc3)c3ccccc3)CC2)c1,7.9,5.7,5.8,-8.1,/,/,3.7,14.8,/,-7.1,2.1&-9.1
Cc1ccc(-c2nc(N)n(C(=O)c3cccnc3)n2)cc1,-12.4,4.0,-2.2,-50.2,-45.3,-30.5,-21.6,-38.1,-1.7,7.0,-11.9
O=c1ccc(=O)n2n1CC(O)C2,-1.9,3.1,3.6,3.1,-6.6,-7.9,10.1,-3.2,0.3,2.6,9.6
Cc1ccc(S(=O)(=O)N2CCCC2CNC(=O)C(=O)Nc2ccc(F)cc2)cc1 (stereo not given),-15.2,-13.0,16.6,1.2,-8.2,-49.6,4.1,-15.3,-4.0,8.2,19.7
COc1ccc(/C=C/C(=O)NCCSCc2ccco2)cc1,-10.6,-2.7,-6.6,8.7,-7.0,0.6,-1.0,-1.8,6.8,2.1,-8.3
CCOC(=O)/C=C1\SCC(=O)N1Cc1ccc(Br)cc1,1.5,-0.7,2.1,-15.8,-2.3,4.5,-4.9,16.4,12.0,12.2,1.5
COc1ccc(NC(=O)CCN2C(=O)[C@@H]3[C@H](C2=O)[C@H]2C=C[C@@H]3C2)cc1,-4.5,-3.6,-2.5,-15.0,1.0,-3.4,-2.6,5.0,4.5,-2.4,6.8
CC(C)C[C@@H](CSc1ccc(Br)cc1)N1CCN(CCc2ccccc2)CCC1=O,11.2,0.1,0.4,-8.1,-11.7,-8.0,-5.7,-17.7,-4.2,3.9,-6.5
O=C(NC1CC1)c1ccc(NS(=O)(=O)c2ccc(F)cc2)cc1,7.1,8.8,6.8,-11.3,-19.1,-14.9,-2.8,12.3,-2.7,-0.3,-0.9
CC(=O)NC(Cc1ccc(F)cc1)C(=O)NC1CCN(C(=O)Nc2ccccc2C)CC1 (stereo not given),19.6,6.7,-7.4,-11.6,-5.7,11.3,3.1,-1.1,-13.7,1.5,11.7
